FID counter = fluorescent intercalator displacement, NS3 helicase counter-screen | DNA fluorescent intercalator displacement, fluorescence | inhibition, % at 7.9 µM | 290,000 tested, 0.17% active | AID 1845; in the data active means inhibition above about 37%;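 further: 0% = vehicle and 100% = reference compound; higher means more ethidium bromide displaced from hairpin DNA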
IDE inh = inhibitors of human insulin-degrading enzyme in cells; HEK cells, FAbetaB cleavage, fluorescence polarization; 320,000 tested, 0.41% active; inhibition, % at 5.59 µM;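 active means percent inhibition above the average of all tested compounds plus 3 SD, set per screening campaign, cut at about 16% in these data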;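 further: IDE supplied by intact live HEK cells; FP after avidin binding of uncleaved biotin substrate so inhibition keeps polarization high; 0% = DMSO wells and 100% = 60 µM reference IDE inhibitor Ii1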
p-CIP stab down = lowers stability of the mouse p/CIP coactivator protein | Q05BA5 | F442A p/CIP-EGFP cells, EGFP fluorescence, 16 h | decrease of EGFP signal, % at 10 µM | 290,000 tested, 0.01% active | AID 1984;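 active means EGFP signal decrease of at least 30% at 10 µM or well 3 SD below plate mean, unless failing retest; inactive means the rest, including hits failing retest or dose response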; further: some compounds called inactive have numbers as strong as hits; many of its hits are not listed in these tables
PfM18AAP inh = blocks P. falciparum M18 aspartyl aminopeptidase; recombinant PfM18AAP, H-Glu-NHMec fluorogenic cleavage; inhibition, % at 7.35 µM; 290,000 tested, 1.2% active;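 active means inhibition above the campaign mean inhibition over all tested compounds plus 3 SD, cut at about 28% in these data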;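 further: 0% = plate median of test compound wells and 100% = 2 mM ZnCl2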
UBC9 SUMO inh = SUMOylation inhibition; P63279; HTRF SUMOylation assay, SAE1/SAE2 + UBC9, in vitro; inhibition, % at 35 µM; 290,000 tested, 0.36% active; in the data active means inhibition above about 50%, passing the limit was not always enough; further: strong numbers were not always called active
Target sequence (P63279 whole entry, looked up): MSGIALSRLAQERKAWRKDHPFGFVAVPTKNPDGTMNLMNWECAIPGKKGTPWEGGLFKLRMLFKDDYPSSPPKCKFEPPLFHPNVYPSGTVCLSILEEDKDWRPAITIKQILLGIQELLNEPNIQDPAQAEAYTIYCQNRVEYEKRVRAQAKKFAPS
HCV NS3 hel inh = HCV NS3 helicase inhibition; inhibition, % at 10.9 µM; NS3 helicase DNA unwinding, Cy5 molecular beacon fluorescence; AID 1800; 290,000 tested, 0.56% active;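 active means inhibition above the mean of all tested compounds plus 3 SD, set per campaign, cut at about 35% in these data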;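 further: 0% = DMSO wells and 100% = thioflavine S control wells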
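System: HCV NS3 helicase fragment; control set: DMSO and thioflavine S; technique: Cy5 fluorescence at 0 and 60 min, beacon hairpin quenching; reagent: beacon DNA duplex substrate plus ATP; replicates: singlicate; schedule: 1 h reaction at 25 °C, ATP-initiated; medium: MOPS buffer pH 6.5 with MgCl2, DTT, Tween20, BSA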
VIM-2 inhibitor = blocks Pseudomonas aeruginosa VIM-2 metallo-beta-lactamase | 290,000 tested, 0.89% active | purified VIM-2, nitrocefin hydrolysis, epi-absorbance fluorescence | inhibition, % at 5.6 µM | AID 1527;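 active means inhibition above the mean of all tested compounds plus 3 SD, cutoff set per screening run, cut at about 7.5% in these data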;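 further: red hydrolysis product quenches plate fluorescence so inhibitors raise well fluorescence; 0% = enzyme with DMSO and 100% = DMSO without enzyme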
IDE act = IDE (human) activation, cell-based. HEK cells, FAbeta-B cleavage, fluorescence polarization; 0% vehicle, 100% cell-free pure enzyme wells. activation, % at 5.96 µM. 340,000 tested, 0.073% active. AID 493087;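 active means activation above the mean of all tested compounds plus 3 SD, set per screening campaign, cut at about 17% in these data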
IMP-1 inh = inhibitors of Pseudomonas aeruginosa IMP-1 metallo-beta-lactamase | 290,000 tested, 0.45% active | AID 1556 | purified IMP-1, nitrocefin hydrolysis, epi-absorbance fluorescence | inhibition, % at 5.6 µM;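 active means inhibition above the mean plus 3 SD of all compounds in the same screening run, cut at about 4.5% in these data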;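 further: 0% = IMP-1 with DMSO and 100% = DMSO wells lacking enzyme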
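Assay system: purified IMP-1; Quantity: IMP-1 0.2 nM before substrate addition; Medium: HEPES buffer pH 7.1 with ZnSO4 and Brij 35; Incubation: 15 min enzyme–compound preincubation, then 25 min nitrocefin reaction, 25 °C; Signal: fluorescence quenching readout, ex 480/em 530 nm; Controls: DMSO with and without IMP-1; Repeats: singlicate testing.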
* hit, by the source's call; . = no result given.

canonical_smiles	PfM18AAP inh	IDE inh	p-CIP stab down	FID counter	IMP-1 inh	HCV NS3 hel inh	VIM-2 inhibitor	IDE act	UBC9 SUMO inh
COc1ccc(-c2n[nH]c(C)c2-c2cnn(-c3ccccc3)c2)c(O)c1C	5.2	2.7	-13.6	-18.3	-2.5	-30.1	-1.9	10.0	4.9
CCCN1CCN(CCCNC(=O)c2ccc3c(c2)NC(=O)c2ccccc2S3)CC1	-5.5	-6.0	6.7	10.2	-1.9	-2.0	-0.2	6.6	7.8
CCCC1(c2ccccc2)NC(=O)N(CC(=O)Nc2cc(OC)cc(OC)c2)C1=O (stereo unspecified)	1.9	-0.1	-0.8	-20.8	-0.8	-13.3	0.1	3.5	-22.5
CC(C)(C)c1ccc(C(=O)NNC(=O)c2cccc(Br)c2)cc1	-1.8	6.3	-1.0	0.4	-1.9	0.6	-5.5	-2.9	20.5
O=C(NCCc1c[nH]c2ccccc12)C(=O)NCC1OCCCN1S(=O)(=O)c1ccccc1 (stereo unspecified)	2.6	3.7	-19.3	-16.6	-3.2	-0.9	-1.3	7.2	-5.8
COC(=O)C(C(=O)Nc1ncccn1)C1CCCCCC1 (stereo unspecified)	-7.5	-1.3	-10.3	-6.6	-1.4	26.6	1.0	7.1	-16.2
CCc1ccc(/C=N/N2CCN(c3ccccn3)CC2)cc1	-1.3	2.6	-8.7	-10.6	-1.3	-4.4	-2.8	-4.5	4.9
CCOC(=O)C1=C(C)Nc2nnnn2C1c1cccc(OC)c1OC (stereo unspecified)	-8.8	10.5	.	-5.9	-1.6	-1.5	-1.8	2.1	.
Nc1ccc2oc(=O)c(-c3ccccc3)cc2c1	1.9	1.3	-7.5	-0.2	-0.7	-12.0	0.7	-0.8	20.4
Cc1ccc(Cn2nc(C)c(NC(=O)c3nn(C)cc3Cl)c2C)cc1	-2.7	4.5	-9.4	-15.6	-1.5	6.3	0.6	4.0	10.5
Cc1ccc(N(C(=O)CNC(=O)c2ccco2)C(C(=O)NC2CCCCC2)c2cccnc2)cc1F (stereo unspecified)	2.3	1.3	-4.2	-46.1	0.4	-2.4	-2.9	5.8	-1.3
CCOC(=O)N1CCN(C(=O)C2CCCN(S(=O)(=O)c3cccnc3)C2)CC1 (stereo unspecified)	-7.2	-3.6	1.1	-5.5	-4.3	2.0	-3.3	-0.4	12.7
CC(=O)Nc1ccc(NC(=O)c2cc(-c3ccccc3)nc3ccccc23)cc1	2.7	.	-18.8	-21.4	-3.1	-1.8	-0.9	8.4	23.3
CCOC(=O)N1CCc2c(sc(NC(=O)c3ccc(Cl)s3)c2C(N)=O)C1	0.3	7.4	-5.3	1.5	-0.2	-1.8	-0.6	.	8.3
Cc1cc([N+](=O)[O-])nn1CC(=O)Nc1sc2c(c1C(N)=O)CCCC2	1.1	8.6	4.3	-4.9	-3.1	-3.7	-2.4	-2.9	-1.8
S=C(Nc1ccc(Br)cc1Cl)NC1CCN(Cc2ccccc2)CC1	-2.9	-2.0	-11.5	5.6	-0.2	-32.7	-1.9	-2.9	-10.2
CC1CCCC(NCC(=O)Nc2ccc(C(N)=O)cc2)C1C (stereo unspecified)	7.5	1.9	1.7	-6.3	-3.4	0.8	-2.2	3.8	16.8
NNC(=O)c1ccc(CN2CCCCC2)o1	2.8	-9.7	2.4	5.3	-0.8	-0.4	2.2	-3.6	-7.4
CC(=O)O[C@@H]1C[C@H]2C(C)(C)C(=O)C=C[C@]2(C)[C@H]2CC[C@@]3(C)[C@H](c4ccoc4)OC(=O)[C@H]4O[C@]43[C@@]21C	4.1	18.1*	-12.3	-47.1	-3.0	-17.8	-1.4	-40.5	0.1
O=C(c1ccc(N2CCCCS2(=O)=O)cc1)N1CCN(c2ccc(N3CCOCC3)nn2)CC1	-5.4	2.6	-10.0	-11.9	-0.8	-2.2	-2.1	-10.7	14.3
CCCCN(CC)Cc1c(C)[nH]c2ccccc2c1=O	1.2	-0.9	-2.1	0.0	-5.9	6.2	0.0	2.7	-4.0
CCN(CC)C(=O)C[n+]1ccc(C(N)=O)cc1	-3.5	-5.2	-11.6	2.4	-3.6	-36.3	-7.5	2.5	24.1
COc1ccc(CCNS(=O)(=O)c2cc(C(=O)O)c(Cl)cc2Cl)cc1	-3.7	5.5	-0.2	-5.5	-1.8	-1.9	-3.2	-0.7	9.1
COCCCNC(=S)N/N=C/c1ccc(OC)cc1	7.8	4.8	12.2	-4.0	-1.3	-8.9	-2.6	.	11.1
O=S(=O)(NCC(c1cccnc1)N1CCN(c2ccc(F)cc2)CC1)c1ccccc1 (stereo unspecified)	1.1	-3.4	.	-24.8	-1.3	-7.4	-1.2	1.0	.
O=c1[nH]c2ccccc2n1Cc1ccc(Cl)cc1	7.6	0.3	-10.8	-10.8	0.6	-14.0	-3.5	-0.2	24.6
COc1cccc(-c2ccc(SCC(=O)N3CCc4ccccc43)nn2)c1	1.9	5.3	-11.3	-3.7	-0.4	-8.0	0.8	.	-2.2
Cc1cccc(CN2CCN(c3ccccn3)CC2)c1	-2.8	5.6	.	7.2	-0.7	-8.4	-1.5	2.3	.
COCCOc1ccc(C(F)(F)F)cc1NC(=O)c1ccc(C)cc1	0.7	-0.8	-23.8	-6.4	-0.4	0.7	-2.3	3.2	-2.1
Cc1nc(NS(=O)(=O)c2ccccc2)sc1C(C)(C)C	1.9	-1.8	-3.9	-24.4	0.6	10.9	-2.4	2.1	-3.9
O=C(NCCCN1CCCC1=O)c1cncc(Br)c1	-1.2	8.4	0.4	-1.7	-2.0	-1.1	-1.9	4.3	8.7
CC(Oc1ccc(Cl)cc1Cl)C(=O)NCCC1=CCCCC1 (stereo unspecified)	1.3	-1.4	-3.7	-15.2	-2.6	-5.3	-3.9	2.5	-21.6
CC(=O)Oc1c(C)cc(Cl)cc1C(=O)Nc1ccc([N+](=O)[O-])cc1Cl	13.5	-2.0	-4.3	9.7	0.8	3.6	-1.6	-2.1	-7.2
CN(C)/N=C/c1ccc(Sc2ccccc2[N+](=O)[O-])o1	8.9	-1.6	2.2	12.2	-1.3	0.8	-2.2	0.9	-10.0
NC(=O)COc1ccc(Cc2ncc(C(F)(F)F)cc2Cl)cc1	-4.4	-0.8	-6.7	-17.3	-1.4	-9.7	0.1	4.3	-7.3
Cc1cc2c(cc1S(=O)(=O)N1CCOCC1)NC(=O)CO2	-14.7	-4.7	-10.0	-5.1	-1.1	-2.0	2.6	0.7	3.5
O=C(N/N=C/c1ccccn1)c1ccc([N+](=O)[O-])cc1	1.2	0.6	-31.5	5.0	0.3	7.3	0.7	-0.7	20.0
C/C(=N\NC(=O)C1CC1)c1ccc(Cl)c(Cl)c1	10.7	-1.7	-22.5	-7.9	-1.5	-4.0	-1.5	1.5	-9.7
O=C(O)c1ccc(-n2ccnc2)c([N+](=O)[O-])c1	-8.2	-1.3	2.7	-3.9	-1.2	-11.4	-0.5	4.7	-1.1
COc1ccc([N+](=O)[O-])cc1N(CC(=O)NCCCOC(C)C)S(C)(=O)=O	0.5	8.5	9.5	2.4	-0.8	-12.7	0.6	4.2	8.5
C/C(Cn1nc([N+](=O)[O-])cc1C)=N\NC(=O)COc1c(Cl)cc(Cl)cc1Cl	-0.6	6.9	6.1	-6.1	1.6	22.5	1.4	2.5	-26.6
Cc1ccccc1CS(=O)(=O)CCC(=O)O	-6.2	1.6	-1.5	-0.1	-0.9	-7.2	0.2	5.4	13.3
O=C(NCCCc1ccccc1)c1ccccc1O	6.6	-4.0	9.0	-3.8	-3.5	-3.4	-3.1	6.9	-11.1
O=C(O)CC12CC3CC(C1)CC(n1ncc(N4CCC5(CC4)OCCO5)c(Cl)c1=O)(C3)C2	-3.3	3.8	-1.0	-32.5	-1.3	3.5	-2.2	-3.9	5.4
O=c1c(Cl)c(Cl)cnn1Cc1ccc(F)cc1	3.5	-4.0	-21.2	4.0	-3.7	6.6	-1.4	3.6	14.4
Cc1cc(NC(=O)CCC(=O)N(c2cccnc2)C(C(=O)NC2CCCC2)c2ccccc2)no1 (stereo unspecified)	-14.9	-1.2	5.6	-23.1	-1.6	9.3	-2.1	1.1	8.4
Cc1cccc(NC(=O)C2CCC(CNC(=O)[C@@H]3Cc4ccccc4CN3)CC2)c1 (stereo partly specified)	7.0	6.3	-6.6	24.8	-0.3	-4.8	-1.2	-6.7	.
Cc1nc(C)n(C(=O)N(c2ccccc2)c2ccccc2)n1	0.5	10.5	-5.1	-4.0	-3.4	-7.4	-3.9	3.8	-1.8
CC(=O)N1c2ccc(S(=O)(=O)N3CCCCC3)cc2CC1C(=O)Nc1ccccc1C(F)(F)F (stereo unspecified)	-7.8	2.3	1.5	-53.6	-3.4	2.5	-1.4	6.3	2.0
COc1cccc(C(=O)N(C)CC2CCN(CCc3cccc(C(F)(F)F)c3)CC2)c1	-14.0	-0.7	-14.3	4.1	-1.3	-10.4	-1.0	0.2	5.4
CCC(=O)NC(=S)Nc1ccc(NC(=O)COc2ccc([N+](=O)[O-])cc2)cc1	-11.9	5.5	-14.6	-3.6	0.1	-12.7	1.4	-1.8	10.6
COc1ccccc1CCC(=O)Nc1ccc(C)cc1Cl	1.9	0.3	-8.7	-22.2	-2.1	-8.8	-1.5	-0.9	-4.9
S=C(NCCc1ccccc1)NCc1ccccc1Cl	-7.8	-2.3	-15.0	-4.2	-3.6	-4.8	-3.1	3.5	-2.4
CCCOc1ccccc1C1C(C(=O)OC)=CN(C(C)C)C=C1C(=O)OC	8.7	-1.1	-15.2	-21.3	1.3	-1.8	0.6	6.2	23.0
COc1ccc(CCNC(=O)COC(=O)c2cnc(C)cn2)cc1	-16.8	4.8	-10.1	1.6	-2.6	-1.5	-1.3	-2.1	9.6
COc1ccccc1N1CCN(C(CNC(=O)c2ccco2)c2cccnc2)CC1 (stereo unspecified)	2.0	-0.4	5.5	-13.7	-3.2	-2.5	-3.1	-1.1	-16.5
O=C(C1=C[C@@H]2[C@H]3C(=O)N(c4cccc(Cl)c4)C(=O)[C@H]3[C@@H](C(=O)c3ccc(Cl)cc3)N2C=C1)c1ccccc1	-4.1	4.1	-6.1	-10.9	-3.1	32.3	-3.9	-1.5	4.2
Cc1ccnc(NC(=O)c2ccc(Cl)c(NC(=O)C(C)Oc3ccccc3)c2)c1 (stereo unspecified)	-5.9	3.5	-21.2	-0.9	-3.0	1.3	-2.6	7.9	10.4

Assay outcomes: PubChem BioAssay, several laboratories
